TAG inh: reduces triacylglycerol accumulation in H9c2 cells; 0.66% of 230,000 active; Nile Red lipid (TAG) fluorescence; cells loaded with 200 µM oleic acid; inhibition, % at 12.5 µM;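 active = pattern-corrected inhibition of lipid staining of at least 50% with the nuclear-stain viability signal not falling by more than 50%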;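 also: 0% = DMSO wells and 100% = triacsin C control wells; some results filed as inactive read as strong as hits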
TAG inh DAPI viability: further read-out of TAG inh, marked with its call; DAPI nuclei signal change (viability), lower = more cytotoxic, %;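 whole-well DAPI fluorescence read on a plate reader as a viability signal; minus 50 percent equals half of cells still viable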
An asterisk follows results filed as active. This is a subset; rates above refer to the full screens.

What do the screens show for `COC(=O)[C@]1(Cc2ccccc2)N[C@H](CN(C)S(=O)(=O)c2ccc(C(F)(F)F)cc2)[C@@H]2C(=O)N(Cc3ccccc3)C(=O)[C@@H]21`?
TAG inh: 47.2; TAG inh DAPI viability: -9.9

Results for COc1ccc(N2CCN(C(=O)CNC(=O)c3ccc4ccccc4c3)CC2)cc1 ?
TAG inh: -7.6; TAG inh DAPI viability: -2.9

What do the screens show for `O=C1NC(c2cccs2)Nc2sc3c(c21)CCCC3` (stereo not given)?
TAG inh: -8.3; TAG inh DAPI viability: 4.9

What do the screens show for `CC(C)CC(=O)Nc1ncc([N+](=O)[O-])s1`?
TAG inh: 1.5; TAG inh DAPI viability: 6.3

Results for COc1cc(C(=O)OC(C)CN2CCN(C)CC2)cc(OC)c1OC (stereo not given) ?
TAG inh: 3.0; TAG inh DAPI viability: -8.3

How did COc1ccc(C(=O)NCC(=O)OCC(=O)N(C)c2ccccc2)cc1 do in these assays?
TAG inh: -8.1; TAG inh DAPI viability: -5.1

What do the screens show for `CC1CCCN(C(=O)c2ccncc2)C1` (stereo not given)?
TAG inh: -33.8; TAG inh DAPI viability: 10.0

Results for Cc1nonc1C(=O)N/N=C/c1ccc(O)cc1O ?
TAG inh: -2.1; TAG inh DAPI viability: -15.7

What do the screens show for `Cc1cc(NC(=O)CSc2nnc(C3COc4ccccc4O3)o2)no1` (stereo not given)?
TAG inh: -5.1; TAG inh DAPI viability: 0.0

What do the screens show for `NC(=O)C1CCN(C(=O)C2CC(=O)N(c3ccc4c(c3)OCCO4)C2)CC1` (stereo not given)?
TAG inh: -12.2; TAG inh DAPI viability: 0.7

Results for CC1N(O)C(c2ccc(Cl)cc2Cl)N(O)C1(C)C (stereo not given) ?
TAG inh: -3.8; TAG inh DAPI viability: -1.2

How did COc1ccc(C)cc1NC(=O)CN1C(=O)C(=O)N(C2CCCC2)C1=O do in these assays?
TAG inh: -4.4; TAG inh DAPI viability: 0.8

How did CC(CC(=O)Nc1nnc(CC(C)(C)C)s1)c1ccccc1 (stereo not given) do in these assays?
TAG inh: 2.4; TAG inh DAPI viability: -1.5

How did C#CCN(C[C@H]1[C@H](OC(=O)NCc2ccco2)[C@H](OC(=O)NCc2ccco2)C[C@H]2C(=O)N(c3ccccc3)C(=O)[C@@H]12)S(=O)(=O)c1ccc(C)cc1 do in these assays?
TAG inh: 4.7; TAG inh DAPI viability: -5.9

How did C=CC[C@H](CC(=O)N(CCO)Cc1ccccc1)C(=O)N[C@H](COC(=O)[C@@H](CC=C)Cc1ccc(F)cc1)C(C)(C)C do in these assays?
TAG inh: 37.3; TAG inh DAPI viability: -2.4

How did CCSC1=NCCN1S(=O)(=O)c1ccc2ccccc2c1 do in these assays?
TAG inh: -4.8; TAG inh DAPI viability: 5.9

What do the screens show for `COc1ccc(N2CC(C(=O)NCCN3C(=O)S/C(=C\c4cccnc4)C3=O)CC2=O)c(OC)c1` (stereo not given)?
TAG inh: -23.5; TAG inh DAPI viability: -2.9

Results for O=c1[nH]cnc2cc(-c3ccccc3)sc12 ?
TAG inh: 0.5; TAG inh DAPI viability: 1.7

How did COc1ccccc1-n1cnnc1SCC(=O)N1CCN(C(=O)c2ccco2)CC1 do in these assays?
TAG inh: -0.4; TAG inh DAPI viability: 6.8

Results for O=C(NCC1CCCO1)c1ccc([N+](=O)[O-])o1 (stereo not given) ?
TAG inh: 35.5; TAG inh DAPI viability: -22.0

What do the screens show for `Cn1c(=O)c2cc3ccc(Cl)cc3nc2n(C)c1=O`?
TAG inh: 3.6; TAG inh DAPI viability: 4.5

What do the screens show for `O=C(CSc1ccc2nnc(-c3ccncc3)n2n1)NCC1CCCO1` (stereo not given)?
TAG inh: 3.1; TAG inh DAPI viability: -7.1

What do the screens show for `Cc1cccc(-c2ccc3c(c2)C2CC3CCN2C(=O)OCc2ccccc2)c1` (stereo not given)?
TAG inh: -9.3; TAG inh DAPI viability: -4.0

How did O=C(C1CCCN1S(=O)(=O)c1ccc(Cl)cc1)N1CCCCC1 (stereo not given) do in these assays?
TAG inh: 1.9; TAG inh DAPI viability: 1.0

How did CCC(=O)N(Cc1cc2cc(OC)ccc2[nH]c1=O)c1cccc(C)c1 do in these assays?
TAG inh: 1.4; TAG inh DAPI viability: -3.9

What do the screens show for `CCOc1ccc(-n2c(C)cc(C(=O)CCl)c2C)cc1`?
TAG inh: 59.0*; TAG inh DAPI viability: -40.0*

Results for CCOC(=O)c1cccc(N2C(=O)C3C(C2=O)C2C=CC3C23CC3)c1 (stereo not given) ?
TAG inh: 4.8; TAG inh DAPI viability: -9.1

Results for COC(=O)c1ccc(OC(=O)CCS(=O)(=O)c2ccc(C)cc2)cc1 ?
TAG inh: 9.3; TAG inh DAPI viability: 2.8

What do the screens show for `CSc1nsc(SC)c1C(=O)Nc1ccc(C(C)(C)C)cc1`?
TAG inh: -23.9; TAG inh DAPI viability: 5.8

What do the screens show for `CC(C)(C)C1(O)CC(C(F)(F)F)=NN1C(=O)CCc1ccccc1` (stereo not given)?
TAG inh: -5.6; TAG inh DAPI viability: 11.3

Filtered by structure: the entries above containing a Cl atom (4)
Results for CC1N(O)C(c2ccc(Cl)cc2Cl)N(O)C1(C)C (stereo not given) ?
TAG inh: -3.8; TAG inh DAPI viability: -1.2

What do the screens show for `Cn1c(=O)c2cc3ccc(Cl)cc3nc2n(C)c1=O`?
TAG inh: 3.6; TAG inh DAPI viability: 4.5

How did O=C(C1CCCN1S(=O)(=O)c1ccc(Cl)cc1)N1CCCCC1 (stereo not given) do in these assays?
TAG inh: 1.9; TAG inh DAPI viability: 1.0

What do the screens show for `CCOc1ccc(-n2c(C)cc(C(=O)CCl)c2C)cc1`?
TAG inh: 59.0*; TAG inh DAPI viability: -40.0*

Next part.
How did COCCN(C(=O)COC(=O)c1ccc(C=O)cc1)c1c(N)n(Cc2ccccc2)c(=O)[nH]c1=O do in these assays?
TAG inh: -11.0; TAG inh DAPI viability: 5.3

Results for O=C(COc1ccccc1Cl)c1ccc2c(c1)CCCC2 ?
TAG inh: 2.3; TAG inh DAPI viability: -4.7

What do the screens show for `O=C(C(Cc1ccc(Cl)cc1)NS(=O)(=O)c1ccccc1)N1CC[C@@]2(O)CCCC[C@H]2C1` (stereo not given in full)?
TAG inh: 3.6; TAG inh DAPI viability: -4.3

Results for CC1CCCC(C)N1C(=O)CN1C(=O)c2ccccc2S1(=O)=O (stereo not given) ?
TAG inh: -12.1; TAG inh DAPI viability: -14.4

Results for O=C(Cn1c(=O)n(Cc2ccco2)c(=O)c2c3c(sc21)CCCC3)Nc1ccccc1 ?
TAG inh: 18.4; TAG inh DAPI viability: -3.7

What do the screens show for `COc1cc(C)c(NC(c2ccccc2)c2ccccc2)cc1OC`?
TAG inh: -20.2; TAG inh DAPI viability: -6.0

How did COCCCNC(=S)NCCc1ccc(F)cc1 do in these assays?
TAG inh: -2.1; TAG inh DAPI viability: 11.1

Results for COc1cc(C(=O)OCCNC(=O)c2cccnc2)cc(OC)c1OC ?
TAG inh: -8.5; TAG inh DAPI viability: 2.7

Results for CC1CCCC(C)N1C(=O)c1ccccc1Nc1ccc(SC(F)F)cc1 (stereo not given) ?
TAG inh: -35.5; TAG inh DAPI viability: 10.1

Results for COc1ccc(NS(=O)(=O)c2ccc(C(=O)N3CCCCCC3)cc2)cc1 ?
TAG inh: -20.8; TAG inh DAPI viability: 12.8

Results for CCC(C)N=CC1=C(O)CC(c2ccccc2)CC1=O (stereo not given) ?
TAG inh: 4.7; TAG inh DAPI viability: 6.8

How did C/C(=N/NS(=O)(=O)c1cc(C)ccc1C)c1ccncc1 do in these assays?
TAG inh: -5.5; TAG inh DAPI viability: 5.2

What do the screens show for `CC(C)c1ccc(S(=O)(=O)NC2CCCC2)cc1`?
TAG inh: -6.3; TAG inh DAPI viability: -3.3

What do the screens show for `CCN(CC)C(=O)c1nc[nH]c1C(=O)N(CC)CC`?
TAG inh: 1.8; TAG inh DAPI viability: 2.8

What do the screens show for `NC(=O)CC(NC(=O)Cc1cccc2ccccc12)c1ccc(N2CCN(c3ccccn3)CC2)c([N+](=O)[O-])c1` (stereo not given)?
TAG inh: 11.9; TAG inh DAPI viability: -1.0

Results for COc1ccc(-c2c(C)cc3oc(=O)cc(-c4ccccc4)c3c2C)cc1C=O ?
TAG inh: 15.2; TAG inh DAPI viability: -15.0

Results for COc1ccccc1C(=O)OCCc1ccccc1 ?
TAG inh: -2.9; TAG inh DAPI viability: 4.7

Results for O=C(COC(=O)c1ccc([N+](=O)[O-])o1)Nc1ccc2c(c1)OCO2 ?
TAG inh: -6.6; TAG inh DAPI viability: 5.9

What do the screens show for `O=C1c2ccccc2C(=O)N1/N=C/c1ccc(O)c(O)c1O`?
TAG inh: 10.8; TAG inh DAPI viability: -8.6

What do the screens show for `Cc1cccc(C)c1OCC(=O)Nc1ccncc1`?
TAG inh: -17.5; TAG inh DAPI viability: 5.5

How did Oc1c(Cl)cc(Cl)cc1CNc1nc2ccccc2[nH]1 do in these assays?
TAG inh: -4.8; TAG inh DAPI viability: -0.6

What do the screens show for `O=C(O)C1C2C=CC(C2)C1C(=O)N1CCN(CCO)CC1` (stereo not given)?
TAG inh: 7.1; TAG inh DAPI viability: -5.7

What do the screens show for `CN(C(=O)c1cccc(NC(=O)Cc2cccc(NC(=O)C3CCN(C(=O)c4ccccc4)CC3)c2)c1)C1CCCC1`?
TAG inh: 10.9; TAG inh DAPI viability: -5.4

What do the screens show for `Cc1nc2[nH]c(=S)[nH]c2cc1Br`?
TAG inh: 9.1; TAG inh DAPI viability: 0.3

How did Cc1ccccc1-n1nc(C)c2cc(C(=O)NC3CC3)sc21 do in these assays?
TAG inh: 7.6; TAG inh DAPI viability: 10.9

What do the screens show for `C=CCN1C(=O)CS/C1=N\N=C\c1cccc([N+](=O)[O-])c1`?
TAG inh: -1.8; TAG inh DAPI viability: 9.4

How did Cn1nnnc1Sc1ncnc2scc(-c3ccccc3Br)c12 do in these assays?
TAG inh: 27.8; TAG inh DAPI viability: -30.4

Results for CC(=O)NC(c1cccc(F)c1)c1nc(-c2cccc(F)c2)cs1 (stereo not given) ?
TAG inh: -15.8; TAG inh DAPI viability: 2.1

Results for CC(=O)NC(C)C(=O)OCC(=O)c1ccc(-c2ccccc2)cc1 (stereo not given) ?
TAG inh: 6.6; TAG inh DAPI viability: 8.0

Results for CCO[C@H]1OC(C(=O)N2CCN(C)CC2)=C[C@@H](c2coc3ccccc3c2=O)[C@@H]1CCCO ?
TAG inh: -1.5; TAG inh DAPI viability: 0.6

How did Cc1cccc(-c2csc(N)c2C(=O)OC(C)C)c1 do in these assays?
TAG inh: 6.9; TAG inh DAPI viability: -0.1

How did COc1ccc2[nH]c3c(c2c1)CCN1C(=O)C(CC(=O)NCCC2=CCCCC2)C[C@H](C(=O)N2CCOCC2)[C@@]31C (stereo not given in full) do in these assays?
TAG inh: -13.2; TAG inh DAPI viability: -13.4

What do the screens show for `COc1ccc(N2CCN(CCCNC(=O)C3CCCN(S(=O)(=O)c4c(C)n[nH]c4C)C3)CC2)cc1` (stereo not given)?
TAG inh: -31.2; TAG inh DAPI viability: 25.8

Results for OC1(c2cccc(C(F)(F)F)c2)CCN(CCN2CCCCC2)CC1 ?
TAG inh: 10.6; TAG inh DAPI viability: 0.5

How did C/C(CC(=O)Nc1ccc(C)c(Cl)c1)=N\NC(=O)c1cccc(O)c1 do in these assays?
TAG inh: -1.0; TAG inh DAPI viability: -3.4

Results for COc1ccc(/C=C/C(=O)OCC(=O)NC2CC2)c(OC)c1 ?
TAG inh: -3.4; TAG inh DAPI viability: 0.8

How did COc1ccc(C(=O)Oc2cc(OC)cc(OC)c2C(C)=O)cc1 do in these assays?
TAG inh: -7.7; TAG inh DAPI viability: -2.9

What do the screens show for `Cc1ccc(NC(=O)CS(=O)(=O)c2cn(CC(=O)N3CCOCC3)c3ccccc23)cc1`?
TAG inh: 5.6; TAG inh DAPI viability: 0.4

What do the screens show for `Cc1[nH]c2ccccc2c1/C=N/NC(=O)c1cc(-c2ccncc2)nc2ccccc12`?
TAG inh: 20.7; TAG inh DAPI viability: -7.1

How did CC1CCN(C(=O)c2cc3ccccc3o2)CC1 do in these assays?
TAG inh: 12.6; TAG inh DAPI viability: -9.2

Results for COc1cccc(OCc2cc(C(=O)N(C)CCC3CCCCO3)no2)c1 (stereo not given) ?
TAG inh: -1.7; TAG inh DAPI viability: -7.3

What do the screens show for `O=Cc1ccc([B-](F)(F)F)s1`?
TAG inh: -7.4; TAG inh DAPI viability: 1.7

How did COc1ccc(/C=N/NC(=O)c2[nH]c3ccc(Br)cc3c2-c2ccccc2)cc1 do in these assays?
TAG inh: 27.4; TAG inh DAPI viability: -32.6

What do the screens show for `NC(=S)N/N=C/c1coc2cc(Br)ccc2c1=O`?
TAG inh: -11.2; TAG inh DAPI viability: 16.2

How did Cn1c(N/N=C/c2c[nH]c3ccccc23)nc2ccccc21 do in these assays?
TAG inh: 18.9; TAG inh DAPI viability: 10.9

A stretch taken from the entries so far:
Results for COc1ccc(/C=C/C(=O)OCC(=O)NC2CC2)c(OC)c1 ?
TAG inh: -3.4; TAG inh DAPI viability: 0.8

How did COc1ccc(C(=O)Oc2cc(OC)cc(OC)c2C(C)=O)cc1 do in these assays?
TAG inh: -7.7; TAG inh DAPI viability: -2.9

What do the screens show for `Cc1ccc(NC(=O)CS(=O)(=O)c2cn(CC(=O)N3CCOCC3)c3ccccc23)cc1`?
TAG inh: 5.6; TAG inh DAPI viability: 0.4

Carrying on:
How did Cn1c(=O)[nH]c(=O)c2c1nc(N1CCOCC1)n2CC(O)COc1ccccc1 (stereo not given) do in these assays?
TAG inh: -7.9; TAG inh DAPI viability: 4.6

What do the screens show for `COc1ccc(-c2cc3nc[nH]c(=O)c3s2)cc1`?
TAG inh: -19.6; TAG inh DAPI viability: 21.1

Results for Cc1ccsc1/C=N/NC(=O)c1sccc1C ?
TAG inh: 3.9; TAG inh DAPI viability: -4.3

What do the screens show for `COc1ccc(/C=N/NC(=O)CCN2CCCCC2c2cccnc2)cc1Cn1cc([N+](=O)[O-])cn1` (stereo not given)?
TAG inh: -8.6; TAG inh DAPI viability: -5.6
